# HIV fusion peptide: cell-free HIV fusion peptide-binding blockers – biochemical, uHTS, fluorescence dequenching, primary screen (AID 1986); cell-free peptide binding, fluorescence dequenching, 30 min; higher % means a stronger effect; one-dose inhibition, % at 20 µM; IC50 in µM for titrated hits; 290,000 tested, 0.3% active; in the data active means inhibition mostly above about 52%, no sharp cut-off; inactive means mostly below about 76%; further: some results filed as inactive read as strong as hits
# WT yeast gro inh: growth inhibition of WT yeast, mitochondrial fusion screen. inhibition, % at 10 µM. AID 1362. 190,000 tested, 2.1% active. mitochondrial fusion phenotypic screen, WT strain; in the data active means inhibition above about 58%; tested in S. cerevisiae
# Dynein cargo inh: dynein cargo transport inhibition; 3617.4 mouse cells, GR-EGFP nuclear translocation imaging; test concentration mostly 20 µM; stimulated with dexamethasone, 1 µM; stronger effect = lower value; z-score, hits read low; 220,000 tested, 0.47% active; AID 1381;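 active means plate z-score of nuclear minus cytoplasmic receptor signal below a set negative limit, without overly bright fluorescence or cell loss, cut at about -3.5 in these data, passing the limit was not always enough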;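 further: z-score of nuclear minus cytoplasmic ring GR-EGFP intensity difference per well; some compounds called inactive have numbers as strong as hits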
#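 Also added – dexamethasone, 1.0 µM final · Buffer or medium – tet-free, stripped-serum medium · Schedule – induction 48 h, compound 1 h, agonist 30 min · Detection – formaldehyde fixation, Hoechst nuclear stain, 10x automated fluorescence imaging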
# Autophagy HCS: modulators of autophagy | 190,000 tested, 0.98% active | calls only at 10 µM (by protocol) | MEF GFP-LC3 puncta imaging; test concentration mostly 10 µM;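 active means percentage of spot-positive cells more than 3 SD above its plate mean, without a fluorescence outlier flag or 80% toxicity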;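 further: spot-positive cell cutoff set from DMSO-treated cells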
# Insulin prom up: MIN6 insulin promoter up-regulation. MIN6 insulin promoter-GFP reporter, high-content imaging; stronger effect = higher value. z-score at 5 µM. 190,000 tested, 0.3% active. AID 1625;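 active means z-score above 3 at 5 µM with at least 500 cells counted in the well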
# bCat nuc transl: modulators of beta-catenin nuclear translocation; HeLa beta-catenin nuclear translocation, immunofluorescence imaging; nuclear translocation activity, % at 5 µM; 190,000 tested, 0.3% active; AID 1665;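 active means nuclear translocation activity above 50% at 5 µM, with a well cell count of 50 or more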;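 further: per-cell ratio of nuclear to cytoplasmic median beta-catenin stain intensity; plate controls were DMSO negative control for no effect and GSK-3 inhibitor IX positive control for full effect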
#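 Technique: fluorescence imaging of beta-catenin antibody stain plus DAPI / Material: human HeLa cell line / Incubation: compound treatment 24 h, 37°C, 5% CO2 / Read-out basis: % activation of per-cell nuclear versus cytoplasmic median beta-catenin signal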
# MT stabilize HCS: stabilizes microtubules in HeLa cells | HeLa tubulin immunostaining HCS, 24 h; share of cells brighter than vehicle mean+2SD | % tubulin-high responders, % at 10 µM | 200,000 tested, 0.83% active | AID 2205;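 active means plate Z-score above 3 for both tubulin-high and condensed-nucleus cell shares, with cell loss under 80%, at 10 µM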;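 further: anti alpha tubulin signal scored within the nucleus-defined area of each cell; some results filed as inactive read as strong as hits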
# Yfh1-depleted yeast: enhancers of respiration in Yfh1-depleted yeast, dose response, Friedreich's ataxia, plus single-dose screen (AID 1465); fold induction at 50 µM, or EC50 in µM where a hit was titrated; 220,000 tested, 0.074% active; S. cerevisiae Yfh1-off respiration, WST-1 reduction, 72 h; higher fold induction means a stronger effect;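 active means fold induction of absorbance versus untreated yeast above a set limit, then at least 30% activation at any dose in follow-up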;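 further: activators that raise dye reduction in frataxin-depleted yeast; strong numbers were not always called active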
# AID2073: disruptors of CaV2.2 binding to Mint1 – biochemical, HTRF (AID 2073). HTRF protein-protein interaction, Mint1-CaV2.2; higher % means a stronger effect. 290,000 tested, 0.19% active. one-dose inhibition, % at 20 µM; IC50 in µM for titrated hits; in the data active means inhibition mostly above about 51%, no sharp cut-off; further: some results filed as inactive read as strong as hits
# WT yeast gro inh mutant strain: recorded beside WT yeast gro inh, whose call it bears; inhibition, %; mitochondrial fusion phenotypic screen, mutant strain inhibition
# Dynein cargo inh cytoplasmic EGFP: recorded beside Dynein cargo inh, whose call it bears; z-score; measured here: cytoplasmic GR-EGFP intensity; stronger effect = higher value
# Dynein cargo inh nuclear GR-EGFP: further read-out of Dynein cargo inh, marked with its call; z-score; measured here: nuclear GR-EGFP intensity;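 lower value marks the stronger effect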
# Dynein cargo inh cell count: recorded beside Dynein cargo inh, whose call it bears; z-score; measured here: cell count per field
# Insulin prom up cell count: further read-out of Insulin prom up, marked with its call; cell count; measured here: cytotoxicity, nuclei count;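 total cells summed across four imaged fields per well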
# bCat nuc transl cell count 5 µM: also measured in bCat nuc transl; calls as there; cell count; measured here: cell count, cytotoxicity flag
# MT stabilize HCS Hoechst-high %: further read-out of MT stabilize HCS, marked with its call; % Hoechst-high responders; measured here: nuclear condensation Hoechst responders;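 share of cells brighter than vehicle mean plus two SD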
# MT stabilize HCS cytotoxicity %: recorded beside MT stabilize HCS, whose call it bears; toxicity, %; measured here: cytotoxicity by cell density;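 0% = mean cell density of plate MIN control wells and 100% = no cells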
# Autophagy HCS cell loss 18 h: further read-out of Autophagy HCS, marked with its call; toxicity, %; measured here: cell loss, nuclei count;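 cell loss after 18 h compound exposure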
# * hit, by the source's call; i = inactive; . = no result given.
SMILES,HIV fusion peptide,WT yeast gro inh,WT yeast gro inh mutant strain,Dynein cargo inh,Dynein cargo inh cytoplasmic EGFP,Dynein cargo inh nuclear GR-EGFP,Dynein cargo inh cell count,Autophagy HCS,Autophagy HCS cell loss 18 h,Insulin prom up,Insulin prom up cell count,bCat nuc transl,bCat nuc transl cell count 5 µM,MT stabilize HCS,MT stabilize HCS Hoechst-high %,MT stabilize HCS cytotoxicity %,Yfh1-depleted yeast,AID2073
CCCCNC(=O)c1ccc2c(OCC)n(CCCC)nc2c1,0.6%,12.3,5.8,-0.217,-0.138,0.428,0.427,i,8.8,-0.47,1562,-1.4,1336,2.1,1.6,0.1,i,9.4%
Cc1cccc(-c2nnc3n2N=C(c2ccccc2)CS3)c1,18.5%,6.4,10.4,-0.0573,-0.0275,0.458,-1.19,i,-7.5,-0.22,1012,2.0,1077,3.1,1.9,5.8,i,-0.2%
CC(C)=C1C2CCC1C1C(=O)N(c3ccc(C)c(C)c3)C(=O)C21 (stereo not drawn),0.8%,-0.6,-8.2,-0.153,-0.258,-0.000202,0.746,i,-2.2,0.7,1356,-1.4,583,3.4,1.6,3.9,i,-6.0%
COc1ccc(C(CC(=O)O)NC(=O)c2sc3ccccc3c2Cl)cc1 (stereo not drawn),7.2%,-9.6,-8.4,0.243,-0.121,-0.0748,-0.332,i,7.8,0.49,1352,-2.1,1127,3.5,2.5,6.6,i,22.9%
O=C(Nc1ccc2oc(Cc3ccc(Cl)cc3)nc2c1)c1cccnc1,2.5%,-2.6,-17.9,-0.271,-0.265,0.102,1.24,i,7.0,0.17,1922,-0.6,1049,2.9,1.8,13.3,i,3.5%
O=C(Cn1cnc([N+](=O)[O-])n1)N/N=C/c1ccc2ccccc2c1,0.3%,-11.6,-13.5,-0.814,-0.16,-0.388,-0.332,i,7.3,0.35,1291,2.1,1014,5.3,1.5,12.5,i,3.4%
Oc1ccc(/C=N/Nc2cc(N3CCOCC3)nc(N3CCOCC3)n2)cc1O,14.5%,-1.0,18.6,-0.521,-0.22,-0.627,0.305,i,-7.7,-1.45,1809,-1.4,930,4.4,3.5,6.1,i,-51.3%
Cc1nnsc1SCC(=O)O,2.6%,1.9,-8.9,0.931,-0.218,0.0918,-2.37,i,-1.1,-0.33,1578,-0.8,1333,1.0,1.7,6.7,i,12.4%
CC1CCc2c(sc3ncnc(NCc4cccnc4)c23)C1 (stereo not drawn),2.0%,-1.2,3.4,-0.506,-0.262,-0.231,0.74,i,-7.4,-0.8,1495,-7.6,1083,1.5,2.8,11.2,i,7.5%
CCOC(=O)C1=C(O)/C(=C/c2ccc(OCC(=O)O)c(OC)c2)SC1=Nc1ccc(OCC)cc1,29.5%,-12.9,15.5,0.901,-0.243,0.544,0.116,i,10.5,0.5,1171,-0.3,1003,5.0,1.7,5.2,i,9.3%
COc1ccc2nc(NCCO)[nH]c2c1,0.0%,-4.1,-3.5,1.74,0.0143,0.929,-0.809,i,-0.4,-0.53,1512,-8.7,1010,5.3,2.1,17.4,i,-8.7%
COc1ccc(N2C(=O)C3C(c4ccc(OC)cc4O)NC(Cc4ccccc4)(C(=O)O)C3C2=O)cc1 (stereo not drawn),-1.2%,-4.1,5.6,1.59,-0.206,0.481,-0.653,i,-2.1,0.37,1557,-4.4,1130,2.4,1.5,3.9,i,0.5%
c1ccc(-c2nc(C3CCCCC3)no2)cc1,-1.0%,-15.3,10.3,-0.7,-0.273,-0.107,-0.14,i,1.2,-0.02,1281,-0.4,966,2.7,2.9,35.1,i,-6.6%
CCCCN(CC(=O)NCc1ccc(F)cc1)C(=O)c1ccco1,-0.4%,8.5,3.6,2.63,0.26,2.15,-2.49,i,-15.2,0.67,1466,0.1,1345,2.1,0.6,3.0,i,3.8%
NC1=CC(=O)c2cccc3cccc1c23,64.0%*,.,.,1.12,-0.186,0.856,-0.294,i,5.1,.,.,.,.,8.7,1.1,2.7,i,12.7µM*
C#CCCCc1nc2ccccc2c(=O)n1N,2.2%,-4.5,-5.1,0.456,-0.278,-0.21,0.241,i,-0.4,0.13,1161,-5.3,627,2.0,1.7,5.4,i,31.6%
COc1ccc(-n2c(SCc3cn4c(C)cccc4n3)nc3ccccc3c2=O)cc1OC,0.6%,-6.0,14.8,1.53,-0.328,0.994,0.0698,i,11.4,-0.88,1130,-2.9,1090,3.5,4.3,1.2,i,7.9%
Fc1cccc(NC(=S)NCc2ccccc2Cl)c1,-0.1%,.,.,-0.628,-0.219,-0.404,1.1,.,.,-0.15,1362,1.9,1274,.,.,.,i,-35.3%
COc1ccc(CN2CCCC(C(=O)c3cccc(C(F)(F)F)c3)C2)cc1O (stereo not drawn),-1.8%,21.6,12.1,-0.08,-0.126,0.536,-0.227,i,-0.3,-0.19,1445,5.5,940,12.2,14.5,21.2,i,6.0%
NC(=O)c1ccccc1OCC(=O)Nc1ccc(Cl)c(Cl)c1,1.0%,.,.,-0.86,-0.253,-0.386,0.793,.,.,0.2,1165,1.1,1299,.,.,.,i,10.9%
COc1cccc(/C=N/NC(=O)C(=O)N/N=C/c2cccc(OC)c2OC)c1OC,11.4%,-12.3,-14.8,-0.461,-0.281,-0.162,0.192,i,1.7,0.14,1266,.,.,4.1,3.3,0.2,i,11.0%
O=C(O)C1CCCN1C(=O)OCc1ccccc1 (stereo not drawn),0.5%,31.6,35.1,0.439,-0.476,0.433,0.244,i,15.2,0.27,1339,1.2,1303,4.9,1.8,0.7,i,0.6%
Cc1ccc(OCC(=O)Nc2ccc(-c3nc4ncccc4o3)cc2)cc1,0.4%,-3.3,-5.8,0.371,-0.0904,0.607,0.419,i,-0.5,-1.02,1232,-1.8,1249,1.7,0.5,39.4,i,38.1%
COC(=O)c1c(N=CN(C)C)c(C#N)c2n1CCCC2,-2.3%,1.3,-5.4,-0.361,-0.195,-0.184,0.382,i,-4.8,0.44,1094,-3.2,984,1.6,1.6,11.8,i,-5.6%
O=C(CN(Cc1ccccc1)C(=O)CCC(=O)Nc1ccccn1)NCc1ccco1,1.5%,-2.9,-25.1,2.83,-0.15,1.48,-1.38,i,18.8,-0.09,1187,-3.8,1267,2.0,2.4,6.3,i,2.8%
SMILES,HIV fusion peptide,WT yeast gro inh,WT yeast gro inh mutant strain,Dynein cargo inh,Dynein cargo inh cytoplasmic EGFP,Dynein cargo inh nuclear GR-EGFP,Dynein cargo inh cell count,Autophagy HCS,Autophagy HCS cell loss 18 h,Insulin prom up,Insulin prom up cell count,bCat nuc transl,bCat nuc transl cell count 5 µM,MT stabilize HCS,MT stabilize HCS Hoechst-high %,MT stabilize HCS cytotoxicity %,Yfh1-depleted yeast,AID2073
COc1cc(CC(=O)Nc2ccc(S(=O)(=O)Nc3ncccn3)cc2)cc(OC)c1OC,-3.1%,-10.1,-3.2,-0.351,-0.218,-0.00908,1.27,i,15.2,0.78,1372,-4.7,993,2.1,1.9,6.7,i,-0.5%
COc1ccc(NC(=S)NCc2ccccn2)cc1OC,-0.1%,-13.5,-9.4,0.133,-0.131,0.113,-0.0423,i,23.8,0.04,1560,-1.6,1007,2.0,1.4,0.8,i,-11.0%
O=C(/C=C/c1ccc(Br)cc1)c1ccco1,-0.9%,10.7,-2.2,-1.98,0.346,-0.935,-1.54,i,3.2,.,.,-0.8,1085,5.2,1.6,7.6,i,0.2%
COC(=O)c1ccc(C(=O)OC)c(NC(=S)N2CC(C)CC(C)C2)c1 (stereo not drawn),1.1%,23.7,-0.8,-0.407,-0.291,-0.525,-0.0688,i,-8.8,-0.25,1410,-1.0,584,3.1,2.7,11.4,i,25.5%
Cc1nn(C)c(C(=O)NCc2ccc(Cl)cc2)c1Cl,1.1%,-9.6,-14.6,-0.318,-0.142,-0.168,0.136,i,-6.2,.,.,1.2,907,5.9,2.4,3.9,i,-2.9%
CC(=O)Nc1ccc(-c2ccc(NC(C)=O)cc2)cc1,-1.3%,-7.3,-13.0,2.13,-0.163,1.1,-1.33,i,0.1,-0.12,1195,2.2,1114,2.9,2.3,10.0,.,3.5%
COC(=O)c1sc2nc(N3CCCCC3)c3c(c2c1N)CCCC3,-1.9%,33.5,21.2,-0.353,-0.263,-0.0113,1.27,i,27.7,1.6,904,.,.,2.7,1.2,5.3,i,14.8%
O=C(CN1C(=O)c2ccccc2C1=O)NN1C(=O)c2ccccc2C1=O,1.1%,-7.1,82.0,1.53,-0.153,0.328,-0.244,i,-7.3,.,.,-4.0,1296,2.3,1.0,7.0,i,17.8%
COc1ccc(CCn2c(-c3ccccc3)nc3c(c(=O)c4ccccc4n3C)c2=O)cc1,-0.2%,-1.9,2.3,1.44,-0.256,0.357,-0.739,i,1.0,-0.16,1146,-2.5,899,2.1,1.5,1.7,i,15.6%
COc1ccc2c(C)c(Cc3ccccc3)c(=O)oc2c1OC,-1.0%,2.5,8.3,-0.208,-0.287,0.514,0.119,i,8.3,-0.8,1626,-1.3,1078,3.1,3.2,4.0,i,26.4%
O=C(NCc1ccco1)c1ccc(Cn2c(=S)[nH]c3ccccc3c2=O)cc1,-0.8%,3.9,4.8,-0.146,-0.254,-0.164,0.429,i,8.1,.,.,-1.6,1160,2.4,2.6,0.7,i,-10.6%
CCCCC(c1nnnn1CC1CCCO1)N1CCN(Cc2ccccc2)CC1 (stereo not drawn),2.3%,15.3,-1.9,-0.295,-0.23,-0.567,-0.0128,i,-1.8,-0.24,1241,-3.6,1328,2.9,1.3,2.3,i,4.0%
O=C(Cc1cccc2ccccc12)NNC(=O)Nc1cccc(Cl)c1,7.7%,39.2,16.5,-0.308,-0.212,-0.467,0.238,i,28.2,.,.,.,.,1.7,1.8,7.7,.,8.5%

# The order is random, and some 4.2% of all compounds hit somewhere here.
